COUP-TFII inh: NR2F2 (human) inhibition, primary screen | P24468 | HEK293T NGFI-A luciferase reporter, luminescence | inhibition, % at 8.6 µM | 370,000 compounds, 0.7% hits | AID 686940;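 active = inhibition above a per-plate cutoff, mean inhibition of test wells between control levels plus 3 SD, cut at about 38% in these data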;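 note: cells cotransfected with COUP-TFII expression vector driving the NGFI-A reporter; 0% = median of COUP-TF2 test wells and 100% = reporter-only cells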
TLR9-MyD88 inh: inhibitors of human TLR9-MyD88 binding; Q9NR96+Q99836; CHO BLA complementation TLR9-MyD88, CCF4 FRET ratio; inhibition, % at 4.98 µM; 340,000 compounds, 0.21% hits; AID 504734;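 active = inhibition above the mean over all tested compounds plus 3 SD, cut at about 21% in these data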;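 note: 0% = DMSO only wells and 100% = clavulanate BLA inhibitor control wells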
LRH-1 inv ag: inverse agonists of human LRH-1 (NR5A2) | O00482 | HEK293T StAR-luciferase reporter, LRH-1 transfected, 24 h | inhibition, % at 3.6 µM | 360,000 compounds, 0.13% hits;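 active = inhibition above the mean inhibition of all tested compounds plus 3 SD, cut at about 73% in these data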;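 note: 0% = DMSO wells and 100% = reporter-only cells lacking LRH-1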
TWEAK-Fn14 inh: inhibitors of TWEAK-Fn14 interaction signaling. TWEAK-stimulated Fn14 reporter cells, luciferase luminescence, 8 h. inhibition, % at 10 µM. 360,000 compounds, 2% hits; in the data active = inhibition above about 50%
SRC3 inh: inhibits human SRC3 coactivator. Q9Y6Q9. HEK293 GAL4-SRC3 luciferase reporter, luminescence. inhibition, % at 3.6 µM. 360,000 compounds, 0.17% hits. AID 588352;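 active = inhibition above a per-campaign cutoff, the mean of all compounds plus 3 SD, cut at about 60% in these data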;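 note: 0% = DMSO-treated cells and 100% = gossypol-treated cells at 36 µM; higher means less SRC3-driven luciferase light from the GAL4 reporter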
TROY NFkB inh: blocks TROY-dependent signaling in reporter cells. Q293 LMP1-TROYcd NF-kB luciferase reporter, 4 h. inhibition, % at 10 µM. 360,000 compounds, 0.98% hits. AID 1347056;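 active = compounds whose plate-normalised and pattern-corrected inhibition of the luciferase reporter signal at the single screening dose is 50% or more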
TRAIL sens C8: sensitizes caspase-8 expressing cells to TRAIL. NB7+C8 cells + TRAIL, ATPlite viability luminescence. inhibition (viability loss, TRAIL sensitization), % at 10 µM. 360,000 compounds, 1% hits;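 active = compounds causing at least 50% loss of cell viability in the single-dose screen, relative to plate controls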
NOD2-RIPK2 inh: inhibitors of human NOD2-RIPK2 interaction; CHO BLA complementation NOD2-RIPK2, CCF4 ratio; inhibition, % at 4.98 µM; 360,000 compounds, 0.38% hits; in the data active = inhibition above about 21%;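 note: 0% = vehicle only and 100% = reference blocker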
SRC2 inh: human SRC2 (NCOA2) inhibition; inhibition, % at 9 µM; HEK293 GAL4-SRC2 luciferase reporter, luminescence; Q15596; 370,000 compounds, 0.17% hits; AID 651957;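 active = inhibition above the mean inhibition of all tested compounds plus 3 SD, set per campaign, cut at about 52% in these data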;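 note: 0% = DMSO treated cells and 100% = cells given Gossypol at 36 µM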
Target sequence (Q15596 whole entry, looked up, the tested form may be a part): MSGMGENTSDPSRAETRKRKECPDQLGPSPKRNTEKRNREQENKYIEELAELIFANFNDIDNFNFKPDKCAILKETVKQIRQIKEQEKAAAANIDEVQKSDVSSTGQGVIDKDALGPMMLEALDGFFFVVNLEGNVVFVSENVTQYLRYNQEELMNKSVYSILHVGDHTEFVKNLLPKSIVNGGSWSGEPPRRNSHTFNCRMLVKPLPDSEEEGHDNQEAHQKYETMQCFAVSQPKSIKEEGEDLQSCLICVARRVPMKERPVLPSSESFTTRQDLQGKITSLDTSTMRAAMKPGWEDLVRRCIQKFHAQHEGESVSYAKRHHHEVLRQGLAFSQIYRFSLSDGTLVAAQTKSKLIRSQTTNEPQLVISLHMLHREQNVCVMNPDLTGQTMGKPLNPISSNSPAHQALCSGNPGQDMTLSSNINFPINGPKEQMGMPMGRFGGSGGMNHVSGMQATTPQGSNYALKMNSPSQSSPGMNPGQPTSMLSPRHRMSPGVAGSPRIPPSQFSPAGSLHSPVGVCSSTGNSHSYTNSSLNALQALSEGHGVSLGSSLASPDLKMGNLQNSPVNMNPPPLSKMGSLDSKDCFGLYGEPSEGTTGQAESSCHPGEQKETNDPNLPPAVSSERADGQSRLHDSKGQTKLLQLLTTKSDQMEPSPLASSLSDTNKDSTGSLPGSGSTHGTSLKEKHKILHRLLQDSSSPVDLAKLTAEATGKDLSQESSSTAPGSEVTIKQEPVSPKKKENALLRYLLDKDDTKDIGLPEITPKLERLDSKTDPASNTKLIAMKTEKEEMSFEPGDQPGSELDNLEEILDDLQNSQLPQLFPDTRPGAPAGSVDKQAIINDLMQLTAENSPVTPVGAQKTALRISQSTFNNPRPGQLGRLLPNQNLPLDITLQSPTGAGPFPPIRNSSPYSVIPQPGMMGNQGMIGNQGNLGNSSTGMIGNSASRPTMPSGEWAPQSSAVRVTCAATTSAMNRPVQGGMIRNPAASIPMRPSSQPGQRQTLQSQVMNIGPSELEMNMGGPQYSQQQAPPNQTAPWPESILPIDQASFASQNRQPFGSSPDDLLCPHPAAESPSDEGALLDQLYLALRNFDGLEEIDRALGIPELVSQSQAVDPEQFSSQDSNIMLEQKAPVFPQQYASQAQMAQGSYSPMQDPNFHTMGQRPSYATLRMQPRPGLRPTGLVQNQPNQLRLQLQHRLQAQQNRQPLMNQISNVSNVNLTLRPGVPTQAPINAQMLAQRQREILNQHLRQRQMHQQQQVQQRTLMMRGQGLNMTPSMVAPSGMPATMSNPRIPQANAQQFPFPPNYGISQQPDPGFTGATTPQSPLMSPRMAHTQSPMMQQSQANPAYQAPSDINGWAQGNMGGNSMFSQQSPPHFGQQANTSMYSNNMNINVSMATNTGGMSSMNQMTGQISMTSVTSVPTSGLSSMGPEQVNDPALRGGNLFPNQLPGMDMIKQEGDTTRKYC
NCOA1 inh: inhibits human SRC1 coactivator | inhibition, % at 3.6 µM | HEK293 GAL4-SRC1 luciferase reporter, luminescence | 360,000 compounds, 0.12% hits | AID 588354 | Q15788;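 active = inhibition above the campaign mean plus 3 SD, with each screening campaign given its own cutoff, cut at about 60% in these data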;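 note: 0% = DMSO treated cells and 100% = gossypol at 36 µM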
EBV LMP1 NFkB: Epstein-Barr LMP1 NF-kappaB reporter inhibition; LMP1-induced NF-kappaB luciferase reporter cells, luminescence; inhibition, % at 12.5 µM; 350,000 compounds, 0.69% hits; AID 504558; in the data active = inhibition above about 41%;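 note: 0% = neutral control wells and 100% = reference inhibitor control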
Starred values were filed as active, the others as inactive; . = not tested or not shown.

SMILES	COUP-TFII inh	TLR9-MyD88 inh	LRH-1 inv ag	TWEAK-Fn14 inh	SRC3 inh	TROY NFkB inh	TRAIL sens C8	NOD2-RIPK2 inh	SRC2 inh	NCOA1 inh	EBV LMP1 NFkB
O=C(NC1CCCC1)C(c1cccnc1)N(C(=O)c1csnn1)C1CC1 (stereo unspecified)	4	4	4	-10	3	3	2	-2	-38	-5	-1
CCN(CC)C(=O)c1[nH]cnc1C(=O)Nc1ccccc1F	-6	-3	-4	-8	3	5	14	-11	-25	-13	-3
CC(=O)N(/N=C/c1cccc(C)c1)c1nc(-c2ccc(Br)cc2)cs1	7	-1	6	-11	-10	-46	9	-7	1	-6	-9
Cc1cc(C)c(S(=O)(=O)N2CCN(S(=O)(=O)N3CCC(C)CC3)CC2)c(C)c1	-5	5	-24	18	5	17	-1	8	-2	2	-4
CCN(CC(=O)Nc1ccccc1OC)C(=O)CSCC(=O)Nc1cccc(C)c1	22	-2	-10	4	1	-2	-16	2	-7	5	-2
Cc1ccc(-n2nc(C)c(=O)c(-c3ccccc3)c2NC(=O)c2cccs2)cc1	12	1	-1	17	15	-4	3	-4	-4	16	0
O=C(CCNC(=O)c1ccccc1Cl)Nc1ccccc1N1CCCC1	0	-7	0	8	-6	-4	-13	-18	1	0	0
O=C(COC(=O)c1ccccc1NCCO)NCCC1=CCCCC1	9	1	-7	41	-1	27	-3	3	-19	-15	-21
COC(=O)Cc1ccc(OC(=O)CCS(=O)(=O)c2ccc(Cl)cc2)cc1	14	-4	-12	-9	14	-36	-14	1	-20	-30	-1
COc1cccc(C(=O)NCCS(=O)(=O)NCc2ccccn2)c1	5	-4	-1	0	-23	10	1	-4	-35	-8	-2
COc1ccc(CCNC(=O)COc2ccc(-c3ccc(C#N)cc3)cc2)cc1	8	-7	4	-5	19	18	-11	2	-10	-9	2
COc1cc2c(cc1OC)C(C)N(C(=O)Cn1ncc3c1-c1cc(C)ccc1OC3)CC2 (stereo unspecified)	14	-10	9	13	10	-2	-14	-7	14	12	14
CCCSc1nc(=O)n2cc(C)ccc2n1	-30	1	-22	-8	-49	-41	7	-4	-24	-16	-14
CC(C)OC(=O)c1nnn(-c2nonc2N)c1CN1CCCCCC1	7	11	16	1	-2	17	-24	7	-2	-58	5
O=C(O)c1ccc(Oc2cc(Oc3ccc(C(=O)O)cc3)cc([N+](=O)[O-])c2)cc1	5	0	-1	8	2	11	12	2	-8	8	-13
COc1cc2c(cc1N)-c1ccc(N)cc1C2=O	-70	9	-76	-56	-76	-68	7	3	-55	-49	-35
O=C(CC(c1ccccc1)c1ccccc1)NCCO	11	8	4	-20	-4	-2	-1	6	-30	-2	2
CN(Cc1ccccc1)C(=O)C1CCN(S(=O)(=O)c2cc([N+](=O)[O-])ccc2Cl)CC1	11	9	16	7	18	10	4	-10	4	2	-3
CN(C(=O)CC(NC(=O)c1ccccc1Cl)c1ccccc1)c1ccccc1 (stereo unspecified)	-10	-6	6	-7	14	7	1	7	-8	6	1
Cc1ccc(-c2nnc(SCc3ccc(C#N)cc3)n2Cc2ccco2)cc1	11	-6	-23	4	25	2	-4	1	10	-27	9

Seven entries from above, with two lines to a compound:
Below each compound: COUP-TFII inh | TLR9-MyD88 inh | LRH-1 inv ag | TWEAK-Fn14 inh | SRC3 inh | TROY NFkB inh | TRAIL sens C8 | NOD2-RIPK2 inh | SRC2 inh | NCOA1 inh | EBV LMP1 NFkB
CN(C(=O)CC(NC(=O)c1ccccc1Cl)c1ccccc1)c1ccccc1 (stereo unspecified)
    -10 | -6 | 6 | -7 | 14 | 7 | 1 | 7 | -8 | 6 | 1
COC(=O)Cc1ccc(OC(=O)CCS(=O)(=O)c2ccc(Cl)cc2)cc1
    14 | -4 | -12 | -9 | 14 | -36 | -14 | 1 | -20 | -30 | -1
COc1cc2c(cc1N)-c1ccc(N)cc1C2=O
    -70 | 9 | -76 | -56 | -76 | -68 | 7 | 3 | -55 | -49 | -35
Cc1ccc(-c2nnc(SCc3ccc(C#N)cc3)n2Cc2ccco2)cc1
    11 | -6 | -23 | 4 | 25 | 2 | -4 | 1 | 10 | -27 | 9
CN(Cc1ccccc1)C(=O)C1CCN(S(=O)(=O)c2cc([N+](=O)[O-])ccc2Cl)CC1
    11 | 9 | 16 | 7 | 18 | 10 | 4 | -10 | 4 | 2 | -3
CCCSc1nc(=O)n2cc(C)ccc2n1
    -30 | 1 | -22 | -8 | -49 | -41 | 7 | -4 | -24 | -16 | -14
O=C(CCNC(=O)c1ccccc1Cl)Nc1ccccc1N1CCCC1
    0 | -7 | 0 | 8 | -6 | -4 | -13 | -18 | 1 | 0 | 0

Following part:
SMILES	COUP-TFII inh	TLR9-MyD88 inh	LRH-1 inv ag	TWEAK-Fn14 inh	SRC3 inh	TROY NFkB inh	TRAIL sens C8	NOD2-RIPK2 inh	SRC2 inh	NCOA1 inh	EBV LMP1 NFkB
CC(=O)c1cccc(NC(=O)CSc2nnc(-c3cccnc3)o2)c1	-2	-8	-9	5	6	-4	3	2	-7	-10	0
CN(c1ccc(OCC(=O)N2CCOCC2)cc1)S(=O)(=O)c1ccc(Cl)cc1	5	4	4	-10	11	-7	-13	-8	-11	-9	2
COc1ccc(NC(=O)C2(C)CCCN2C(=O)C(C)C)cc1OC (stereo unspecified)	11	.	5	-12	-19	19	6	-1	15	-23	.
CCc1ccc(NC(=O)C2CCCN2S(=O)(=O)c2ccc3c(c2)C(C)(C)C(=O)N3C)cc1 (stereo unspecified)	16	-2	-16	15	10	5	-2	-5	18	-5	2
N#CCc1c(C#N)c(N)nc(N2CCN(c3ccc(F)cc3)CC2)c1C#N	8	-2	-25	-27	-2	-14	-14	4	-19	-5	7
O=C(CCC(=O)c1cccs1)NCc1ccncc1	11	4	2	4	6	15	-4	-6	9	-6	2
O=C(c1cc(-c2cccs2)on1)N1CCCc2ccccc21	-64	-3	-20	-9	-15	-52	9	-4	-6	-17	-21
COc1ccc(/C=N/NC(=O)c2cccnc2)cc1CN1CCc2ccccc2C1	12	.	-15	-22	-21	-3	1	0	-14	11	.
CS(=O)(=O)N1CCN(C(=O)c2cc(-c3cccnc3)nc3ccc(Br)cc23)CC1	7	14	4	-1	0	14	6	-2	-9	11	1
CCOC(=O)c1cc(CC)sc1NC(=O)Cc1ccccc1	-4	-14	7	10	-18	1	-1	-2	8	-9	1
Cc1cc2c(cc1S(=O)(=O)Nc1cccc(C)c1C)OCC(=O)N2	-2	3	5	6	2	6	23	5	9	14	-4
COc1ccc(CCNC(=O)COC(=O)c2cc(=O)c3ccccc3o2)cc1	0	6	-13	-3	2	-1	-7	0	-13	-1	1
CN1C(=O)C2(Oc3ccccc3C3CC(c4ccccc4)=NN32)c2ccccc21 (stereo unspecified)	.	-8	-65	81*	-40	-43	2	13	.	-47	-30
COc1ccc(CN(C(=O)CN2C(=O)NC3(CCC(C)CC3)C2=O)C(C)Cc2cccs2)cc1 (stereo unspecified)	9	0	2	-2	0	-7	-1	-7	9	-4	-1
Cc1c(C(=O)NCCSCc2c(F)cccc2Cl)cnn1-c1ccc(F)cc1	20	-5	-4	-8	20	-13	-5	-6	24	2	8
Cc1nnc(NC(=O)c2ccc3nccnc3c2)s1	-14	-4	-50	-11	-34	-7	-12	-8	-39	-15	-18
N#Cc1ccsc1NC(=O)C1CCN(C(=O)c2ccc(F)cc2)CC1	-17	10	11	3	8	-3	-1	-7	-11	1	-2
CCOC(=O)[C@@H]1[C@H]2COc3cc(OC)ccc3[C@@H]2N2C(=O)N(c3cccc(F)c3)C(=O)[C@]12C	6	-2	11	18	5	-10	-18	-1	12	-8	-5
COc1ccc(N2CCN(C(CNS(=O)(=O)c3cccs3)c3cccnc3)CC2)cc1 (stereo unspecified)	.	-13	-7	-4	-2	8	-1	-8	.	-1	3
CCCn1nnnc1NCc1ccc(N(C)C)cc1	-2	-4	-8	-12	-10	3	-11	-8	2	3	-14
CCCN(C(=O)Cn1ncc2c([nH]c3ccccc32)c1=O)c1ccccc1C	8	5	11	17	2	-6	15	-8	18	8	5
CC(=O)Nc1sc2c(c1CN1CCCC1)CCCC2	6	-9	-8	9	8	1	-6	0	13	4	0
CSCC[C@H](NC(=O)N1CCn2c1nc1ccccc12)C(=O)NC1CC1	0	1	8	-2	16	1	-11	2	-12	-6	1
O=c1cc(CSc2nnc3ccccn23)c2c(ccc3ccccc32)o1	-5	-3	9	-12	-9	-22	-3	-16	-17	10	7
CCN(CC)c1ncnc2c1nnn2C	-13	-5	1	14	0	-1	4	-6	9	-13	2
CCCSc1nnc2nc(C)cc(C)n12	-7	-2	0	-3	-13	-17	19	0	1	3	4
CC1CCN(CCNC(=S)Nc2ccc(Cl)cc2)CC1	-18	-5	4	1	-2	2	4	-2	0	-10	26
CC(C)C(=O)N1CCC1(C)C(=O)Nc1ccc(-n2cccc2)cc1 (stereo unspecified)	2	.	-10	-2	8	-26	9	-15	6	0	.
CCN(C(=O)CCN1C(=O)S/C(=C\c2ccccc2)C1=O)C1CCS(=O)(=O)C1 (stereo unspecified)	1	1	-9	-16	1	-10	4	4	13	-71	4
O=C(NC1CCCCC1)C(CCc1ccccc1)N1CCc2ccccc2C1 (stereo unspecified)	-8	.	-11	0	2	3	-3	-6	-31	-8	.
COC(=O)Cn1c(C)nc(=O)c(-c2ccccc2)c1C	4	2	-1	0	8	17	1	5	-1	-9	6
Cc1cc(N2C(=O)C(O)=C(C(=O)c3ccco3)C2c2ccccc2F)no1 (stereo unspecified)	5	-18	-20	19	15	3	10	-2	1	-6	14
CC1CCCN(S(=O)(=O)c2ccc3c(c2)c(=O)nc2ccc(Cl)cn23)C1 (stereo unspecified)	-1	4	7	1	10	9	-1	3	9	11	0
CN(CC(=O)O)Cc1nc2ccccc2[nH]1	-9	-5	-3	1	9	-8	15	-18	-2	8	-7
CCOC(=O)C1CCCN(Cc2ccc3c(c2)OCO3)C1 (stereo unspecified)	9	-2	3	-13	3	13	2	1	-12	-9	-2
CC(=O)c1ccc(NC(=O)Cn2cnc(S(=O)(=O)N3CCCC3)c2)cc1	.	-1	1	10	1	-17	-14	-1	.	9	0

Bioassay records deposited in PubChem by several laboratories.

This is a subset. The share of hits here may be higher or lower than overall.
